From PubChem BioAssay
AmpC inh detg = AmpC beta-lactamase inhibition with detergent present; AmpC hydrolysis of nitrocefin, absorbance 480 nm, 0.01% Triton; 0.041% of 370,000 active; Potency, µM (titrated, usually from 114 µM), inactives show at the top dose activity change, negative = inhibition, most hits filed as inhibitors; P00811;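 also: potency is read from the fitted curve at half-maximal effect; 0% = no-compound wells and -100% = no-enzyme wells; nearly all actives have a fitted effect of over 25% in size; some results filed as inactive show a strong effect at the top dose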
Target sequence (P00811 whole entry, looked up): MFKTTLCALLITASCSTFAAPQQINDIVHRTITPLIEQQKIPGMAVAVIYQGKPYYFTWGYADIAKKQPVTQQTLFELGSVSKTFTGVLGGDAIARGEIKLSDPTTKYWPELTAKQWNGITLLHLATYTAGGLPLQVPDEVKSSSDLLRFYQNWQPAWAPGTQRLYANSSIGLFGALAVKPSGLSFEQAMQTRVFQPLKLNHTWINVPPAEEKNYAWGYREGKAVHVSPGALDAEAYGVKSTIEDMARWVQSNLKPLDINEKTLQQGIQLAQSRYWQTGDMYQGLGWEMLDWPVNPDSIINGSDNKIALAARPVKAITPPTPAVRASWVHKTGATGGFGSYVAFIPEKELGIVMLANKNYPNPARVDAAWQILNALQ
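AmpC (5.3 nM in the dispensed reagent) in 20 mM phosphate pH 7.0 with 0.01% (detergent screen) or 0.0001% Triton X-100 was preincubated with compounds for 15 min at room temperature. Nitrocefin was then added from an 800 uM solution, and hydrolysis was followed at 480 nm.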
HCMV inh = human cytomegalovirus inhibition | HFF cells, HCMV-luciferase reporter, 72 h; active compounds read low | activity change, negative = inhibition, % at 57.5 µM | 4.5% of 410,000 active | AID 1259415; in the data active = activity change below about -60%; inconclusive = no clear call, values can overlap the other calls; inactive = above about -39%
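Two-dose cell screen: HFF monolayers treated with compounds and infected with luciferase-expressing HCMV at 1 PFU/cell, 72 h at 37C, then lysed for luciferase measurement.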
AmpC no deterg = inhibitors of E. coli AmpC beta-lactamase without detergent. P00811. AmpC nitrocefin hydrolysis, absorbance 480 nm, 0.0001% Triton. Potency, µM (doses to about 57.1 µM), for inactives: at the highest dose activity change, negative = inhibition, hits mostly inhibitors. 0.52% of 330,000 active;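 also: potency is read from the fitted curve at half-maximal effect; plate controls were no compound for no effect and no enzyme for full effect; nearly all actives have a fitted effect of over 20% in size; some results filed as inactive show a strong effect at the top dose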
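AmpC (5.3 nM in the dispensed reagent) in 20 mM phosphate pH 7.0 with 0.01% (detergent screen) or 0.0001% Triton X-100 was preincubated with compounds for 15 min at room temperature. Nitrocefin was then added from an 800 uM solution, and hydrolysis was followed at 480 nm.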
LmPK inh = LmPK (Leishmania mexicana) enzyme inhibition. 0.37% of 290,000 active. Potency, µM (series often up to 57.5 µM), without a hit: top-dose activity change, negative = inhibition, most hits filed as inhibitors. purified LmPK, Kinase-Glo ATP luminescence, 1 h; also: potency is read from the fitted curve at half-maximal effect
Target sequence (Q27686 whole entry, looked up): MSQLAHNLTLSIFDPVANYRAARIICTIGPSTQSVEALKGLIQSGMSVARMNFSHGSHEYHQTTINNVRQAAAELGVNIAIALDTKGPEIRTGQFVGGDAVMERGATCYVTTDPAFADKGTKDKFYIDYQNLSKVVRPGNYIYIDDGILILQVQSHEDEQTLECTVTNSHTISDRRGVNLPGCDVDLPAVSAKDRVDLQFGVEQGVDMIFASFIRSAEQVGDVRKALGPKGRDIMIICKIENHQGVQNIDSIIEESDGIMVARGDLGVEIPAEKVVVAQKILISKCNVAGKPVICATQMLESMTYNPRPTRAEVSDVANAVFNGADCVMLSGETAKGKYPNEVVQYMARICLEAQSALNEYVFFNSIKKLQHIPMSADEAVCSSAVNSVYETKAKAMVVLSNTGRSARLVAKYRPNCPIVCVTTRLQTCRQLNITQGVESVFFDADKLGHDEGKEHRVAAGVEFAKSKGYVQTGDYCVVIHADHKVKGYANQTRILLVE
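ATP generated from ADP (0.1 mM) and PEP (0.5 mM) by 0.1 nM LmPK over 1 h at room temperature (pH 7.2 imidazole buffer) was detected by coupled luciferase luminescence. Values were normalized to uninhibited and no-enzyme wells.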
AMA1-RON2 inh = AMA1-RON2 (P. falciparum) interaction inhibition | AID 720542 | AlphaScreen AMA1-biotinylated RON2 peptide binding | 0.2% of 360,000 active | Potency, µM (doses to about 58.2 µM), inactives show at the highest dose activity change, negative = inhibition, hits mostly inhibitors;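 also: potency is read from the fitted curve at half-maximal effect; 0% = vehicle wells and -100% = peptide control; nearly all actives have a fitted effect of over 45% in size; some results filed as inactive show a strong effect at the top dose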
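AMA1 (3D7) with his tag at 25 nM final met compounds first, then biotinylated RON2 peptide at 25 nM; detection used donor plus acceptor beads, 10 µg/mL apiece, read by AlphaScreen after 30 min at room temperature.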
Tb PYK inh = blocks Trypanosoma brucei pyruvate kinase; 0.12% of 410,000 active; AID 624173; TbPYK enzyme, Kinase-Glo Plus ATP luminescence, 45 min; Potency, µM (highest dose often 76.8 µM), for the others: top-dose activity, negative = inhibition, usual class: inhibitors; also: potency is read from the fitted curve at half-maximal effect; nearly all actives have a fitted effect of over 50% in size
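Activity of T. brucei pyruvate kinase was followed by Kinase-Glo Plus luminescence after the enzyme reacted 45 min at room temperature with 130 uM ADP (final) and substrate. Test compounds were added before ADP at multiple concentrations.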
HCV inhibitor = blocks hepatitis C virus | Huh7.5.1 HCVcc-Cre infection, luciferase reporter, 44 h | Potency, µM (doses to about 41.8 µM), for inactives: top-dose activity change, negative = inhibition, usual class: inhibitors | 3.4% of 340,000 active | AID 651820; also: potency is read from the fitted curve at half-maximal effect
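Luciferase read-out (15 sec integration) after a 15 min room-temperature substrate step quantifies HCVcc-Cre infection. Cells, 1,000 per well, had compound added 4 h post-plating, then virus at ~0.5 moi, and were cultured 44 h.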
Starred values were filed as active, the others as inactive; ? = inconclusive; . = not tested or not shown; & = joins results of further samples; [ ] = another dose, or the depositor's remark. Unless noted, calls follow the shape of the dose curve; as a rule, active = well fitted curve in the direction sought with a large enough effect; inconclusive = small, poorly fitted or top-dose-only effect, or another doubt; inactive = no such curve, though single readings can be large; an effect the other way counts as inactive or inconclusive. Unless noted, % is scaled to controls: 0 for no effect and ±100 for the full control effect. Compounds were not picked by outcome, and some 7.5% of all compounds hit somewhere here.

Every second line gives: AmpC inh detg, HCMV inh, AmpC no deterg, LmPK inh, AMA1-RON2 inh, Tb PYK inh, HCV inhibitor
1. COc1ccc(/C=C2\N=C(C)N(c3ccc(C(=O)O)cc3)C2=O)cc1OC
    ?, -21, -19%, -2%, 3%, 1%, 4%
2. COc1ccc(OCc2nc3ccccc3[nH]2)cc1
    4%, 62, -25%, 18µM*, 9%, -9%, ?
3. COc1cc(NC(=O)c2ccc(=O)[nH]n2)cc(OC)c1OC
    2%, 115, -15%, -3%, -7%, -5%, -5%
4. Cc1ccc(C)c(S(=O)(=O)N2CCCC2CNC(=O)C(=O)NC2CC2)c1 (stereo unspecified)
    ?, -32, -14%, ., 1%, -26%, -19%
5. COc1cc(/C=C2\C(=O)N(c3cccc(C(=O)O)c3)N=C2C)ccc1OCc1ccccc1
    ., 13, ., ., 0%, -15%, .
6. COc1ccccc1C/C(N)=N/OC(=O)COc1cccc(C)c1C
    0%, 3, -38%, 0%, 40%[activator], -2%, -19%
7. O=C(NCCCc1nc2ccccc2n1Cc1cccc(Cl)c1)C1CCCCC1
    11%, -13, ., ., ., -12%, .
8. CCOC(=O)c1nn(-c2ccccc2)c(C#N)c1N
    2%, ?, -21%, 4%, 4%, 6%, -3%
9. Cc1ccc(S(=O)(=O)N2CCN(C(=O)c3cc(C4CC4)nc4c3cnn4C(C)C)CC2)cc1
    -2%, -19, 138%[activator], ., -10%, 4%, ?
10. CCOC(=O)C(=NC1CCS(=O)(=O)C1)NNc1ccccc1Cl (stereo unspecified)
    1%, 27, -24%, 4%, 0%, -6%, -19%
11. COc1cc(Cl)c(C)cc1NC(=O)Cc1ccc(OC)c(OC)c1
    4%, -34, 60%[activator], 2%, -7%, -1%, ?
12. CCOc1ccc(NC(=O)c2cc3cc(C)ccc3n2C)cc1
    18%, -27, ., ., ., 0%, .
13. CCOc1ccc(NC(=S)N2CCN(S(C)(=O)=O)CC2)cc1
    -5%, 0, -17%, 1%, 12%, -5%, .
14. CC(=O)NCC(=O)NC1CCCc2c1cnn2-c1ccccc1F (stereo unspecified)
    ?, -8, -11%, 7%, 2%, -5%, 11%
15. CCN1C(=O)c2ccccc2S(=O)(=O)c2ccc(C(=O)NCc3ccccc3Cl)cc21
    9%, -30, ., ., ., 12%, .
16. CCCCNC(=O)C1CCN(c2nc(OC)nc(OC)n2)CC1
    -5%, 3, -8%, 4%, 7%, -2%, 34%[activator]
17. Cc1ccc(C(=O)NCC(=O)NCCSc2ccc(Br)cc2)cc1
    ?, -40, -14%, ., -3%, -4%, -11%
18. COCCCNc1nc2c(c(=O)n(Cc3ccc(F)cc3)c(=O)n2C)n1C
    -2%&1%, -26&4, -10%, 4%, -14%, -4%&-11%, 6%
19. CCOC(=O)C1CCN(C(=O)c2cc(-c3ccncc3)nc3ccccc23)CC1
    -1%, 4, 43%, ., 0%, 0%, ?
20. Cc1ccc(CNC(=O)CCS(=O)(=O)c2cccc3nsnc23)cc1
    -6%, 11, -14%, 1%, -7%, -5%, 7%
21. COc1ccc(CN(C)C(=O)[C@H]2O[C@@H](n3cnc4c(N)ncnc43)[C@H](O)[C@@H]2O)cc1OC
    ., 33, ., ., -3%, -2%, .
22. CC(NC(=O)COc1cccc(Br)c1)C(=O)O (stereo unspecified)
    5%, 70, -17%, 1%, 2%, -13%, 23%
23. C=C(C)Cn1c(C)cc(C)c(S(=O)(=O)c2ccccc2C)c1=O
    ?, -12, -5%, -3%, 28%, -8%, ?
24. Cc1ccsc1/C=N/NC(=O)c1ccc(Cn2cc(Br)cn2)o1
    ?, -1, -16%, 2%, 31%[activator], 1%, -1%
25. Cc1ccc(CN2CCN(Cc3cn(C)nc3-c3ccccc3)CC2CCO)o1 (stereo unspecified)
    8%, 0, 14%, 1%, 5%, -5%, 18%
26. C/C(O)=C\c1nc2ccccc2oc1=O
    -2%, 8, -42%, -1%, 46%[activator], 1%, -3%
27. COc1cccc(-c2ccc(CN3C(C(C)C)C(=O)N(Cc4cn(CCC5OCCO5)nn4)CCS3(=O)=O)cc2)c1OC (stereo unspecified)
    ., 3, ., ., 4%, 4%, .
28. Cc1nc(SCc2nc3c(F)cccc3[nH]2)c2oc3ccccc3c2n1
    ., 6, -45%, ., ., 3%, .
29. O=C(CSc1ccc(-c2cccc([N+](=O)[O-])c2)nn1)NC1CCCC1
    -11%, -8, -12%, 3%, -1%, 2%, 19%
30. Cc1ccc(-c2csc(C(O)(c3ccccc3)C(F)(F)F)n2)cc1C (stereo unspecified)
    ., -34, ., ., 7%, -2%, .
31. COc1ccc(C(C(=O)NCc2ccccc2)N(C(=O)c2snc(C(N)=O)c2N)c2ccccc2OC)cc1 (stereo unspecified)
    -3%, ?, 0%, 8%, ?, -8%, ?
32. O=C(Nc1cccc(Cc2ccccc2)c1)Nc1ccc2nc([C@@H]3O[C@H](CO)[C@@H](O)[C@H](O)[C@H]3O)[nH]c2c1
    ., 76, ., ., -2%, -7%, .
33. CC(=O)Oc1ccc(C(=O)Nc2ccccc2C(=O)N2CCCCC2)cc1
    -4%, -3, 3%, 3%, 0%, 5%, 5%
34. CCOC(=O)c1c(C)[nH]c(C)c1C(=O)COC(=O)/C=C/c1cccc(Cl)c1
    -4%, -14, -11%, 5%, -2%, 1%, 6%
35. Cc1cc(C)c2c(CC(=O)Nc3c(C(=O)c4ccc(F)cc4)oc4ccccc34)coc2c1
    12%, -11, ., ., ., 0%, .
36. O=C(O)c1cc(Cl)c(Cl)cc1C(=O)N1CCOCC1
    1%, -17, -16%, 2%, -6%, 3%, 20%
37. N#CCC(=O)N1CCN(C(c2ccccc2)c2ccccc2)CC1
    ., 4, ., ., 0%, 11%, 7%
38. COc1ccc(CCNC(=O)COc2ccc(-c3ccc(C#N)cc3)cc2)cc1
    -2%, 2, -29%, -2%, 0%[11.6 µM], 1%, -10%
39. O=C(NC1CC2CCCC(C1)N2C(=O)NC1CCCCC1)c1ccc(F)cc1 (stereo unspecified)
    ?, 9, -4%, 1%, -2%, 8%, 20%
40. COc1ccccc1NC(=O)C1=C(C)NC(SCC(=O)c2ccc(C)cc2)=C(C#N)C1c1ccco1 (stereo unspecified)
    1%, -14, -55%, 2%, ., ., .
41. CN1CCN(c2ccc([N+](=O)[O-])cc2/C=N/NC(=O)c2cccc([N+](=O)[O-])c2)CC1
    -14%, 9, -20%, 2%, ., ., -20%[0.335 µM]
42. CCOc1ccc(S(=O)(=O)N2CCOCC2)cc1NC(=O)CSCC(=O)Nc1ccc(OC)cc1
    ., -8, ., ., -13%[11.6 µM], 1%, 3%
43. Cc1cc(C(=O)N2CCN(S(=O)(=O)c3ccccc3C#N)CC2)c(C)o1
    4%, 8, -6%, ., -2%, -2%, 0%
44. COc1ccc(Cl)cc1S(=O)(=O)NC(C)C(=O)NCc1ccc2c(c1)OCO2 (stereo unspecified)
    ?, -20, 22%, -9%, 8%, -4%, 18%
45. COc1cccc(Cn2c(CNS(=O)(=O)c3ccc(C(C)(C)C)cc3)nc3cccnc32)c1
    1%, 4, ., ., ., 1%, .
46. COc1ccccc1Nc1nc(N)nc(CN2CCCCC2)n1
    3%, 22, -6%, 1%, 18%, 0%, 7%
47. COc1ccccc1N1CCN(CC(=O)Nc2cccc(F)c2)CC1
    ?, -15, 42%, -2%, -3%, 6%, 9%
48. COCCCNC(=O)C12CCC(C)(C(=O)C1)C2(C)C (stereo unspecified)
    -12%, 39, -14%, 4%, 0%, 4%, -20%
49. CC1CCCCN1c1ncnc(N)c1[N+](=O)[O-] (stereo unspecified)
    -6%, -77*, 10%, 0%, 24%, 3%, -1%
50. C=CCc1c(NCCO)nc(C)[nH]c1=O
    -2%, ., 9%, 1%, -1%, -5%, 6%
51. O=C(NCCN1CCOCC1)c1ccc(Cl)cc1O
    ?, 20, -18%, 7%, -10%, 5%, 0%
52. Cc1nc(C(=O)N(C)C)nn1-c1cc(Cl)ccc1Cl
    -6%, -18, -42%, -4%, -13%, 3%, -3%
53. Cn1c(SCC(=O)NC2CCCCC2)nnc1-c1cccnc1
    4%, 38, -14%, -8%, 2%, -7%, 3%
54. COc1ccc(OC)c(C2NC(=O)CCC2[N+](=O)[O-])c1 (stereo unspecified)
    -6%, 17, -21%, 2%, -9%, -6%, 17%
55. N#Cc1cc(C(=O)c2cc(F)ccc2O)cn(Cc2ccccc2)c1=O
    2%, -16, -29%, -2%, 3%, -5%, ?
56. CC1OC(OC2C(OC3C(O[C@H]4CC[C@]5(C)C6C=C[C@]78OC[C@@]9(CC[C@@H](C)[C@H](C)C97)[C@H](O)C[C@@]8(C)[C@]6(C)CC[C@H]5C4(C)C)OC(C)C(O)C3O)OC(CO)C(O)C2O)C(O)C(O)C1O (stereo partly specified)
    -6%, ., 223%[activator], 1%, ., ., .
57. O=c1c(S(=O)(=O)c2ccc(Cl)cc2)cn(Cc2ccccc2F)c2ccc(F)cc12
    2%, 1, -18%, 3%, -7%, -2%, ?

In the list so far, these contain fluorine.
Every second line gives: AmpC inh detg, HCMV inh, AmpC no deterg, LmPK inh, AMA1-RON2 inh, Tb PYK inh, HCV inhibitor
14. CC(=O)NCC(=O)NC1CCCc2c1cnn2-c1ccccc1F (stereo unspecified)
    ?, -8, -11%, 7%, 2%, -5%, 11%
18. COCCCNc1nc2c(c(=O)n(Cc3ccc(F)cc3)c(=O)n2C)n1C
    -2%&1%, -26&4, -10%, 4%, -14%, -4%&-11%, 6%
28. Cc1nc(SCc2nc3c(F)cccc3[nH]2)c2oc3ccccc3c2n1
    ., 6, -45%, ., ., 3%, .
30. Cc1ccc(-c2csc(C(O)(c3ccccc3)C(F)(F)F)n2)cc1C (stereo unspecified)
    ., -34, ., ., 7%, -2%, .
35. Cc1cc(C)c2c(CC(=O)Nc3c(C(=O)c4ccc(F)cc4)oc4ccccc34)coc2c1
    12%, -11, ., ., ., 0%, .
39. O=C(NC1CC2CCCC(C1)N2C(=O)NC1CCCCC1)c1ccc(F)cc1 (stereo unspecified)
    ?, 9, -4%, 1%, -2%, 8%, 20%
47. COc1ccccc1N1CCN(CC(=O)Nc2cccc(F)c2)CC1
    ?, -15, 42%, -2%, -3%, 6%, 9%
55. N#Cc1cc(C(=O)c2cc(F)ccc2O)cn(Cc2ccccc2)c1=O
    2%, -16, -29%, -2%, 3%, -5%, ?
57. O=c1c(S(=O)(=O)c2ccc(Cl)cc2)cn(Cc2ccccc2F)c2ccc(F)cc12
    2%, 1, -18%, 3%, -7%, -2%, ?
